Screening data (PubChem BioAssay)
Tau fibril ThT: tau fibrillization inhibition (ThT binding) | Potency, µM (top dose mostly 57.4 µM), for the others: at the highest dose activity, negative = inhibition, actives largely listed as inhibitors | 270,000 tested, 2.1% active | AID 1460 | recombinant tau K18 P301L, heparin-induced fibrillization, ThT fluorescence; further: on the % scale 0 is the no-effect control and ±100 the full control effect; nearly all actives have a fitted effect of over 55% in size
Target sequence (P10636 561-689 P618L limits assumed): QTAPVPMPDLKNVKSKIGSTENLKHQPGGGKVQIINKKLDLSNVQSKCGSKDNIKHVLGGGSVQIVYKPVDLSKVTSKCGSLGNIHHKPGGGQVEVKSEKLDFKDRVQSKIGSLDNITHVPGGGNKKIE
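Recombinant human tau K18 fragment […] carrying P301L, 15 uM unlabeled plus 0.24 uM Alexa 594-labeled, was fibrillized with 20 uM heparin in 100 mM sodium acetate pH 7 for 6 hr at 37 C; 30 uM ThT fluorescence read after 1 hr.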
ALDH1A1 inh: inhibitors of human aldehyde dehydrogenase 1A1; Purified ALDH1A1, NADH fluorescence, propionaldehyde substrate; Potency, µM (series often up to 75.3 µM), without a hit: at the top dose activity, negative = inhibition, actives largely listed as inhibitors; 220,000 tested, 7.3% active; P00352; active means well fitted inhibition curve with a large enough effect, not every such curve was filed as active; inconclusive means small, poorly fitted or top-dose-only effect, or another doubt; inactive means no such curve, though single readings can be large or run the other way;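 further: plate controls were no enzyme wells and a reference inhibitor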
Target sequence (P00352 whole entry, looked up): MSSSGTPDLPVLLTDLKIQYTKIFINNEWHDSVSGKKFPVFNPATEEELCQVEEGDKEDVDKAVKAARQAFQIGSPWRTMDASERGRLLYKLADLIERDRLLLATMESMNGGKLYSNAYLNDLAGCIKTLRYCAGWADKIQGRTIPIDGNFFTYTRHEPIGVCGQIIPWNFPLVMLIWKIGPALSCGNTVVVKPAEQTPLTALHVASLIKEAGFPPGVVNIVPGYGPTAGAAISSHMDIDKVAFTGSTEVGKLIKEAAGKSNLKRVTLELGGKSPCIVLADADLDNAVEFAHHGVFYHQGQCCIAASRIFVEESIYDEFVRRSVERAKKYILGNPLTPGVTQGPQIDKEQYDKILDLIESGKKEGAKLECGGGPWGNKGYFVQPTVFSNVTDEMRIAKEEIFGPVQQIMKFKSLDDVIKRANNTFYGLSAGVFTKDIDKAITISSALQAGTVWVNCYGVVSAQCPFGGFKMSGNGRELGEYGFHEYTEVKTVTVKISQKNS
HTT ATP protect: Huntington cell model cytoprotection by ATP luminescence; PC12 HTT-Q103 induced, cytoprotection, ATP luminescence, 40 h; Potency, µM (titrated, usually from 56.4 µM), inactives show cytoprotection (ATP increase), usual class: activators; 230,000 tested, 0.14% active; AID 1471;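 further: % of control where 0% means no effect; nearly all actives have a fitted effect of over 45% in size; toxic huntingtin expression switched on by the ecdysone agonist tebufenozide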
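Rat PC12, Q103 Htt exon1-GFP fusion, ecdysone promoter; tebufenozide inducer 100 nM final; compound titration; qHTS, 1500 cells/well; ATPlite luminescent read.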
HTT aggregate: reduces HttQ103-GFP aggregates in PC12 cells. PC12 HttQ103-GFP aggregates, Acumen cytometry, 40 h. Potency, µM (highest dose often 46.1 µM), inactives show top-dose activity change, negative = inhibition, hits mostly inhibitors. 220,000 tested, 1.1% active; further: on the % scale 0 is the no-effect control and ±100 the full control effect; nearly all actives have a fitted effect of over 60% in size
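Steps: seed 1500 PC12 HTTQ103-GFP cells/well; add tebufenozide, 100 nM final; add compound titration; add ATPLite reagent; quantify GFP aggregates by laser scanning cytometry.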
SMN2 splice up: increases expression of the SMN2 splice variant. HEK293 SMN2-luciferase splicing reporter, luminescence, 30-36 h. Potency, µM (series often up to 46.1 µM), without a hit: at the top dose activity change, positive = activation, most hits filed as activators. 210,000 tested, 2.8% active. AID 1458; further: % of control where 0% means no effect; nearly all actives have a fitted effect of over 55% in size
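HEK293 cells carry an SMN2 […]–luciferase reporter in which exon 7 inclusion puts luciferase in frame. Cells were plated 10-12 h before compound addition, then incubated 30-36 h at 37C. ONE-Glo luminescence was read; sodium butyrate at 4.5 mM final served as control.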
Tau fluor cs: counter-screen for tau fibril formation inhibitors; tau K18 P301L Alexa594 fluorescence, heparin fibrillization; Potency, µM (highest dose often 57.7 µM), for inactives: at the highest dose activity change, negative = decrease; 280,000 tested, 0.93% active; further: on the % scale 0 is the no-effect control and ±100 the full control effect; nearly all actives have a fitted effect of over 55% in size
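Human tau K18 P301L (15 uM unlabeled, 0.24 uM Alexa 594-labeled) in 100 mM sodium acetate pH 7 with 20 uM heparin, 6 hr at 37 C. ThT 30 uM added, 1 hr ambient; Alexa 594 FP and total fluorescence read at 555/632 nm.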
Tau fibril FP: blocks human tau fibril formation measured by polarization | P10636 | K18 P301L tau heparin fibrillization, Alexa594 FP, 6 h | Potency, µM (top dose mostly 57.7 µM), without a hit: at the top dose activity, negative = inhibition, actives largely listed as inhibitors | 280,000 tested, 0.39% active | AID 1468; further: on the % scale 0 is the no-effect control and ±100 the full control effect; nearly all actives have a fitted effect of over 55% in size
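FP of Alexa 594-tau after heparin (20 uM) induction. Substrate: human K18 P301L, 15 uM unlabeled, 0.24 uM labeled. Buffer 100 mM sodium acetate pH 7. 6 hr, 37 C.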
KDM4E inh: inhibitors of human JMJD2E histone demethylase; AID 2147; JMJD2E catalytic domain, FDH-coupled NADH fluorescence (FDH is formaldehyde dehydrogenase); Potency, µM (series often up to 57.1 µM), inactives show at the top dose activity change, negative = inhibition, actives largely listed as inhibitors; 230,000 tested, 1.6% active; active means well fitted inhibition curve with a large enough effect, not every such curve was filed as active; inconclusive means small, poorly fitted or top-dose-only effect, or another doubt; inactive means no such curve, though single readings can be large or run the other way;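 further: 0% = wells with enzyme and -100% = buffer wells without enzyme; nearly all actives have a fitted effect of over 50% in size; many of its hits are not listed in these tables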
Target sequence (B2RXH2 1-337 limits assumed): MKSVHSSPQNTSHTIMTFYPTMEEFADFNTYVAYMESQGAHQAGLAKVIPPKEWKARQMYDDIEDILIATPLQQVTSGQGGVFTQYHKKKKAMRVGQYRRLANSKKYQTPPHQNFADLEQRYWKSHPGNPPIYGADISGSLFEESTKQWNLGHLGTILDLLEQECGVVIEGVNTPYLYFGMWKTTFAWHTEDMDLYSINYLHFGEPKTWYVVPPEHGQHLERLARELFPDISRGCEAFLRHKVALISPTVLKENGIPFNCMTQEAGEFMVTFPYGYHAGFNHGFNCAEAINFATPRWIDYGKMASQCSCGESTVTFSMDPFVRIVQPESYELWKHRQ
* hit, by the source's call; ? = inconclusive; · = not tested or not shown; [ ] = dose if it differs, or a comment. Unless noted, the call rests on the fitted dose curve; in most records, active means well fitted curve in the direction sought with a large enough effect; inconclusive means small, poorly fitted or top-dose-only effect, or another doubt; inactive means no such curve, though single readings can be large; an effect the other way counts as inactive or inconclusive. Potency means the concentration at half of the fitted maximal effect. Not all compounds are listed (hit frequency here may not be typical).

SMILES	Tau fibril ThT	ALDH1A1 inh	HTT ATP protect	HTT aggregate	SMN2 splice up	Tau fluor cs	Tau fibril FP	KDM4E inh
Cc1ccc(CCC(=O)Nc2ncc(Cc3cc(Cl)ccc3Cl)s2)o1	-2%	-10%	-50%[inhibitor][10 µM]	?	-23%	-3%	-1%	7%
Cc1nnc(SCC(=O)N2CCc3ccccc3C2)s1	-13%	-4%	-26%	-7%	·	-11%	9%	0%
Cc1ccc2nnnc(-c3ccccc3)c2c1	4%	-2%	·	-9%	5%	4%	-4%	-1%
CCn1c(COc2cc(C)ccc2C(C)C)nnc1SCC(=O)Nc1nccs1	-5%	6%	1%[10 µM]	-6%	17%	-5%	-1%	2%
C/C(=N\NC(=O)CSc1nc(C)cc(C)n1)c1ccc([N+](=O)[O-])cc1	?	0%	-17%[10 µM]	-5%[9.22 µM]	·	-16%	-2%	4%
Cc1cc(C(=O)Nc2ccc(S(=O)(=O)Nc3onc(C)c3C)cc2)cs1	-6%	6%	0%	-2%	1%	-4%	3%	2%
CN(Cc1ccccc1)C(=C(Cl)Cl)C(=C1NCCN1)[N+](=O)[O-]	?	?	-11%	-19%	-8%	-12%	-11%	-26%
CCN(CC)S(=O)(=O)c1ccc2c(c1)N(CC(=O)Nc1ccccc1F)C(=O)C1CCCN21 (stereo not given)	-7%	·	·	·	-6%	-14%	-9%	·
COC(CNC(=O)c1cccc(-n2c(=S)[nH]c3cc(Cl)ccc3c2=O)c1)OC	11%	6%	2%	23%	11%	2%	9%	7%
COc1ccc2[nH]cc(CCn3ccc(=O)c(C)c3C)c2c1	-4%	7%	-17%	8%	·	2%	4%	-4%
Clc1cccc(Nc2ncnc3c2cnn3-c2ccccc2)c1	?	?	7%[10 µM]	22µM*	2%	?	?	?
CCOc1ccc(NC(=O)CN2C(=O)S/C(=C/c3cccn3C)C2=O)cc1	-14%	8%	29%[10 µM]	21%[9.22 µM]	·	-19%	?	5%
CC(C)(C)c1ccc(C(=O)Nc2ccc([N+](=O)[O-])cn2)cc1	?	17%	15%[0.074 µM]	16%	2.8µM*	-4%	2%	2%
O=C(NCCc1ccccc1)c1ccccc1NC(=O)C1CCCO1 (stereo not given)	0%	-4%	-125%[inhibitor]	8%	3.5µM*	-2%	2%	?
COc1cccc2cc(C(C)=O)c(=O)oc12	1%	11%	-6%	19%	11%	2%	0%	-2%
O=C(Nc1cccs1)Nc1c(F)c(F)cc(F)c1F	?	1%	34%[10 µM]	-13%	-9%	-18%	6%	2%
COc1ccccc1NS(=O)(=O)c1ccc(S(=O)(=O)N2CCOCC2)cc1	-11%	?	-4%[10 µM]	-11%[9.22 µM]	·	-18%	-9%	-16%
Cc1ccc(S(=O)(=O)CCC(=O)c2ccc(O)cc2O)cc1	-11%	0.28µM*	-116%[10 µM]	-85%	-19%	-11%	-2%	2%
CCCCCN(C(=O)NC(=O)Nc1nncs1)S(C)(=O)=O	-4%	8%	-4%[10 µM]	1%	7%	7%	2%	2%
CCNC(=S)NNC(=O)c1cc(-c2cccnc2)nc2ccccc12	-9%	-1%	-41%[inhibitor]	-6%	13%	-6%	3%	5%
Cc1ccc(NC(=O)Nc2cccnc2)cc1NC(=O)Nc1cccnc1	?	8%	6%[10 µM]	3%[9.22 µM]	·	?	-3%	6%
Cc1ccc(OCC(O)CNS(=O)(=O)c2ccccc2C(=O)O)cc1 (stereo not given)	?	-6%	-29%	22%	-22%	-14%	-8%	8%
NS(=O)(=O)c1ccc(CCNC(=O)c2ccco2)cc1	5%	0%	·	14%	11%	4%	1%	-22%
CCC(C)(C(=O)NC1CCCC1)N(C(=O)c1ccccn1)c1ccccc1 (stereo not given)	-6%	0%	-3%	3%	-15%	-7%	?	2%
CN(/C=C/c1c([N+](=O)[O-])c(=O)n(C)c(=O)n1C)c1ccccc1	5%	4%	17%[10 µM]	13%[9.22 µM]	·	3%	10%[2.34 µM]	-2%

Next section
SMILES	Tau fibril ThT	ALDH1A1 inh	HTT ATP protect	HTT aggregate	SMN2 splice up	Tau fluor cs	Tau fibril FP	KDM4E inh
Cc1nc2c(O)cccc2cc1CO	-8%	·	5%[10 µM]	-3%[9.22 µM]	·	-3%	-5%	3%
O=C(c1cc2nc(-c3ccco3)cc(C(F)(F)F)n2n1)N1CCCc2ccccc21	-14%	18µM*	-12%[10 µM]	-13%	-17%	-7%	7%	-14%
COc1ccccc1CNC(=O)CSc1nnc2ccc(-c3cccnc3)nn12	3%	5%	-4%	7%	4%	6%	4%	-4%
O=C(COC(=O)c1cc(=O)[nH]c2ccc(Br)cc12)c1ccccc1	-13%	-1%	13%[10 µM]	6%[9.22 µM]	·	-28%	?	4%
COc1ccc(/C=N/NC(=O)C2(O)c3ccccc3-c3ccccc32)cc1	7%	7%	-6%[10 µM]	32%	5%	14%	9%	9%
CCSc1nc2ccccc2n1C(=O)c1ccc(S(=O)(=O)N2CCCCCC2)cc1	11%	9%	-29%[10 µM]	-11%	16%	8%	?	-3%
Cc1c(C(=O)NC(C)c2ccccc2)c(-c2ccccc2)nn1-c1ccccc1 (stereo not given)	0%	?	-20%	-8%	-7%	-2%	-1%	12%
CCOC(=O)c1cc2nc(Nc3ccc(OC)cc3)sc2s1	?	-12%	-18%	14%	6%	?	12%	-24%
COc1ccc(C(c2nnnn2CC2CCCO2)N2CCN(c3ccc(F)cc3)CC2)cc1 (stereo not given)	-8%	-6%	-2%	10%	5%	-12%	9%	-9%
CC(=O)c1cccc(N(C(=O)Cn2nnc3ccccc32)C(C(=O)NCc2ccccc2)c2ccccn2)c1 (stereo not given)	-2%	3%	10%[10 µM]	1%	-7%	-2%	0%	-1%
COC(=O)c1ccc(COc2nc(C)cc(C)c2C#N)o1	-7%	-6%	1%	-11%	2%	-5%	4%	-1%
O=C1CCCCC(=O)N(c2ccccc2)c2ccccc21	-1%	6%	19%	-13%	-19%	3%	1%	2%
O=C(NCCN1CCN(Cc2ccccc2)CC1)c1cc2c(=O)[nH]c3ccccc3c2s1	-15%	?	-45%[inhibitor]	44%	-7%	-30%	3%	?
COc1ccccc1Oc1nc2c(c(=O)n(C)c(=O)n2C)n1Cc1cccc(Br)c1	?	·	·	·	3%	-28%	-3%	·
ClCc1ncc(-c2ccc(Cl)cc2)o1	1%	-11%	-21%[10 µM]	-19%	-15%	15%	13%	-1%
CCOc1cc(CNc2ccc(O)cc2)cc(Br)c1OCc1ccccc1F	25µM*	28µM*	7%[10 µM]	13%	15%	13µM*[quencher]	?	?
COc1ccc(S(=O)(=O)N(CC(=O)N2CCOCC2)c2cc(Cl)ccc2OC)cc1OC	-4%	1%	-44%[inhibitor][10 µM]	14%	-5%	-2%	-3%	4%
COc1cc(-c2nc3ccccn3c2/N=C/c2cccc(OC)c2O)ccc1O	?	?	?	2%	13%	-29%	?	232%
O=C(Nc1nnc(CC(=O)N2CCOCC2)s1)c1cccs1	-1%	-2%	-9%	19%	12%	-5%	3%	3%
C/C=C(/C)C(=O)Nc1cccc(C2=NOC3(C2)C[C@@H](C(N)=O)N(C(=O)c2ccc(OC)cc2)C3)c1 (stereo not given in full)	19%	·	12%[10 µM]	?	·	23%	5%	11%
O=C(CN1CCCC1)Nc1ccc([N+](=O)[O-])cc1	1%	9%	16%[10 µM]	15%	7%	6%	2%	3%
COC(=O)c1cc2oc(C)cc2n1CC(=O)Nc1cc(C)cc(C)c1	3%	-14%	0%	-8%	-6%	2%	13%	-21%
CCOC(=O)N1CCC(NC(=O)C2CCN(S(=O)(=O)c3cccc4cccnc34)CC2)CC1	16%	-16%	-11%	-13%	-19%	20%	8%	2%
CC(=O)c1c(O)c(C)c(O)c2c1OC1=CC(=O)C(C(C)=O)C(=O)[C@@]12C (stereo not given in full)	10%	11%	-11%[1.9 µM]	·	·	1%	-1%	0%
Clc1ccc(OCc2cc(-c3ccccc3)no2)c(Cl)c1	-18%	-2%	-12%[10 µM]	3%	0.5µM*	-25%	-6%	4%

Single records, as listed above. Order of values: Tau fibril ThT, ALDH1A1 inh, HTT ATP protect, HTT aggregate, SMN2 splice up, Tau fluor cs, Tau fibril FP, KDM4E inh
COc1ccc(S(=O)(=O)N(CC(=O)N2CCOCC2)c2cc(Cl)ccc2OC)cc1OC reads -4%, 1%, -44%[inhibitor][10 µM], 14%, -5%, -2%, -3%, 4%
CCOC(=O)c1cc2nc(Nc3ccc(OC)cc3)sc2s1 reads ?, -12%, -18%, 14%, 6%, ?, 12%, -24%
Cc1nnc(SCC(=O)N2CCc3ccccc3C2)s1 reads -13%, -4%, -26%, -7%, ·, -11%, 9%, 0%
O=C(CN1CCCC1)Nc1ccc([N+](=O)[O-])cc1 reads 1%, 9%, 16%[10 µM], 15%, 7%, 6%, 2%, 3%

Continued:
SMILES	Tau fibril ThT	ALDH1A1 inh	HTT ATP protect	HTT aggregate	SMN2 splice up	Tau fluor cs	Tau fibril FP	KDM4E inh
COC(=O)c1c(C)oc2ccc(OC(=O)N3CCOCC3)cc12	-6%	10%	-23%	0%	-4%	3%	3%	8%
CCc1cccc(C)c1NC(=O)C(CC)n1ncn2c(cc3cc(C)ccc32)c1=O (stereo not given)	12%	·	·	·	-8%	12%	-8%	·
Cc1cccc(C)c1OCC(O)CN1CCN(c2ccccn2)CC1 (stereo not given)	-2%	7%	-32%	-4%	-14%	-1%	-3%	-5%
Nc1c(C(=O)O)sc2nc(-c3ccccc3)c3c(c12)CCCC3	?	?	-1%[10 µM]	6%	-6%	-19%	-9%	1%
Cc1ccccc1Sc1c(C#N)c(-c2ccccc2)nn1C	-2%	?	-35%	-30%	-15%	-22%	-14%	1%
Cn1cc(S(=O)(=O)NCC2CCCO2)c(=O)n(C)c1=O (stereo not given)	·	·	-5%[10 µM]	0%[9.22 µM]	·	-17%	-6%	6%
Cc1ccccc1OCc1nnc(SCC(=O)Nc2ccc(N3CCOCC3)c(Cl)c2)n1C	?	-4%	-14%	6%	-1%	-25%	13%	-5%
CC1CCCC(NC(=O)CN2CCN(Cc3ccc(Cl)cc3)C2=O)C1C (stereo not given)	-13%	?	-7%	-2%	-34%[inhibitor]	-16%	3%	1%
O=[N+]([O-])c1ccc(N/N=C2/CCCCC2c2ccccn2)c([N+](=O)[O-])c1 (stereo not given)	?	?	41%[10 µM]	12%	-28%	-21%	0%	?
